# Compound activity deposited in PubChem BioAssay by National Center for Advancing Translational Sciences (NCATS).
# Tb PFK block: inhibitors of T. brucei phosphofructokinase; O15648; T. brucei PFK, ADP-Glo luminescence; Potency, µM (series often up to 57.5 µM), without a hit: top-dose activity, negative = inhibition, actives largely listed as inhibitors; hit rate 0.17% among 330,000;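 note: potency is the fitted concentration of half-maximal effect; 0% = uninhibited 1x PFK enzyme wells and -100% = no-enzyme wells; nearly all actives have a fitted effect of over 60% in size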
#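 Compounds were pin-transferred as a titration series up to 57 uM into substrate buffer (0.5 mM F6P, 0.1 mM ATP, pH 8.0), then 1.25 nM PFK was added and reactions ran 45 min before ADP-Glo detection.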
# GALK inh: galactokinase (human) inhibition; P51570; Purified GALK, Kinase-Glo residual ATP luminescence; Potency, µM (doses to about 57.5 µM), inactives show at the highest dose activity change, negative = inhibition, usual class: inhibitors; hit rate 0.007% among 270,000; AID 1868; note: potency is the fitted concentration of half-maximal effect; % is set by controls: 0 for no effect and ±100 for the full control effect
#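 Human GALK (5 nM) with 35 uM ATP and 100 uM galactose in 20 mM HEPES pH 8.0, 5 mM MgCl2, 60 mM NaCl, 1 mM DTT, 0.01% BSA. After 1 h at room temperature, leftover ATP was read by Kinase-Glo Plus luminescence.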
# PKM2 activator: increases activity of human pyruvate kinase M2 | P14618 | purified PKM2, Kinase-Glo ATP luminescence, activation; response scale: 0% is enzyme alone, no compound | Potency, µM (top dose mostly 57.5 µM), without a hit: at the top dose activation, hits mostly activators | hit rate 0.34% among 260,000; note: potency is the fitted concentration of half-maximal effect; % is set by controls: 0 for no effect and ±100 for the full control effect; nearly all actives have a fitted effect of over 55% in size
# Target sequence (P14618 whole entry, looked up): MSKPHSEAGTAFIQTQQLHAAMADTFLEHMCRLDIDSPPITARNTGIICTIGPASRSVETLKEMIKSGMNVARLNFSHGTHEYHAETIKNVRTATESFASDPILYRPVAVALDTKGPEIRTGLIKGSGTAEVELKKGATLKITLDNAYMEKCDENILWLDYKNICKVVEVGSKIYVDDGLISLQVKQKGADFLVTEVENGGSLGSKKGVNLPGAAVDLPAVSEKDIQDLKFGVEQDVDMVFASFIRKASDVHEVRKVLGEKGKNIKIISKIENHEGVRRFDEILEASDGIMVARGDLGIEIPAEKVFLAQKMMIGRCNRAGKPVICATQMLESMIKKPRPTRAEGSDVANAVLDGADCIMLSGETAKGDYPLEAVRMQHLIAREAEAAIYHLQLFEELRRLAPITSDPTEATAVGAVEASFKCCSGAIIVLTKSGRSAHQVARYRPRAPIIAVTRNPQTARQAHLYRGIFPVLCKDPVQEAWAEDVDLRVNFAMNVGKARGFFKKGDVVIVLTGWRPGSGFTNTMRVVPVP
#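 Purified hPK-M2 (>95%) run at intermediate activity with 0.1 mM ADP and 0.5 mM PEP in 50 mM imidazole pH 7.2, KCl, MgCl2; 1 h room temperature. ATP formed read by Kinase-Glo luminescence; normalized to uninhibited and no-enzyme controls.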
# Menin MLL FP TR: displaces Texas Red mutant MLL peptide from human menin. Potency, µM (doses to about 61.6 µM), for inactives: at the highest dose FP activity change, negative = inhibition, actives largely listed as inhibitors. O00255. hit rate 0.23% among 270,000. Menin + Texas Red MLL mutant peptide, fluorescence polarization; active = well fitted inhibition curve with a large enough effect in the polarisation, with a control signal flat, not every such curve was filed as active; inconclusive = small, poorly fitted or top-dose-only effect, or effect the other way, or a change in a side signal; inactive = no such curve, though single readings can be large or run the other way; the % refers to the polarisation; note: potency is the fitted concentration of half-maximal effect; % of control where 0% means no effect; many of its hits are not listed in these tables
# Giardia kill: Giardia lamblia killing | Giardia lamblia trophozoite viability | activity change, % at 7.66 µM, hits read low | hit rate 0.15% among 340,000 | AID 540267; in the data active = activity change below about -80%; inconclusive = between about -30% and that limit;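 note: parasites exposed to compound for two days anaerobically before the ATP read; % is set by controls: 0 for no effect and ±100 for the full control effect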
#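 Killing of trophozoites was scored by loss of ATP luminescence after a 48 hrs anaerobic exposure to compounds at 37 deg C, using 100 cells per well.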
# TSG101-PTAP inh: blocks PTAP/TSG101 interaction to inhibit HIV-1 budding; 340,000 tested, under 10 active; Potency, µM (top dose mostly 115 µM), for inactives: top-dose activity change, negative = inhibition, usual class: inhibitors; Q99816; Fluorescence polarization, FITC-PTAP peptide / Tsg101 binding; active = well fitted inhibition curve with a large enough effect in the main read-out, with a control signal flat, not every such curve was filed as active; inconclusive = small, poorly fitted or top-dose-only effect, or effect the other way, or a change in a side signal; inactive = no such curve, though single readings can be large or run the other way; note: potency is the fitted concentration of half-maximal effect; % of control where 0% means no effect
# Target sequence (Q99816 whole entry, looked up): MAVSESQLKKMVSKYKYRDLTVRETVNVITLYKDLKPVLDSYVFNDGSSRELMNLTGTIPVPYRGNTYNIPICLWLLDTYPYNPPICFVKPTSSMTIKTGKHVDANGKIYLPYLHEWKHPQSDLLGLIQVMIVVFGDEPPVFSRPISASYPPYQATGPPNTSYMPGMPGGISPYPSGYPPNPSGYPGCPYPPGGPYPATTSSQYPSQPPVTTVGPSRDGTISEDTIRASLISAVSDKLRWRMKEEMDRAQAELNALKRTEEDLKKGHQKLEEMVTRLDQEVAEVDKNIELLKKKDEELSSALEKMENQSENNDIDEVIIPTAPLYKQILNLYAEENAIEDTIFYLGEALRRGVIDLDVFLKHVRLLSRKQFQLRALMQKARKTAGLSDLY
#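 Compounds were pin-transferred onto Tsg101 binding domain (10 uM final) in HEPES pH 7.5 buffer, then FITC-PTAP peptide was added at 50 nM final. After 20 min at RT, polarization reported peptide displacement across a qHTS concentration series.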
# FBPA coupling cs: counter-screen for Giardia aldolase inhibitors: coupling enzyme system; hit rate 0.67% among 290,000; activity change, negative = inhibition, % at 58.2 µM, hits read low; coupling enzyme system counterscreen, AmpLite Red fluorescence; in the data active = activity change below about -30%; note: % is set by controls: 0 for no effect and ±100 for the full control effect
#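 Activity here indicates interference with the coupling reaction, not aldolase inhibition. Compounds at 57.5 uM final met coupling enzymes for 10 min at RT; substrate and AmpLite Red detection followed, with a 525/598 nm fluorescence read after 20 min.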
# S-ASM inh: human S-ASM enzyme inhibition; Potency, µM (titrated, usually from 57.5 µM), for the others: at the top dose activity change, negative = inhibition, usual class: inhibitors; placental ASM, HMU-PC fluorogenic substrate, 60 min; P17405; AID 504937; hit rate 0.006% among 340,000; note: potency is the fitted concentration of half-maximal effect
#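 Fluorogenic HMU-PC substrate (9 uM final) is turned over by placental ASM in 60 min at 37 C after a 10 min compound preincubation. Reaction ended by alkaline stop (pH 10), with fluorescence read at 386/447 nm.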
# B2AR arrestin: recruits beta-arrestin to the human beta2-adrenergic receptor; beta-arrestin recruitment to beta2AR, cell-based reporter; Potency, µM (top dose mostly 46.1 µM), for the others: at the top dose activation, actives largely listed as activators; hit rate 0.02% among 330,000; AID 492947;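 note: potency is the fitted concentration of half-maximal effect; 0% = DMSO controls and full agonism = EC100 isoproterenol or metaproterenol; nearly all actives have a fitted effect of over 65% in size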
# Integrin act MD: activates integrin-mediated alleviation for muscular dystrophy | alpha7betagal myoblasts, beta-gal FDG fluorescence, 48 h | Potency, µM (top dose mostly 38.3 µM), without a hit: at the top dose activation, usual class: activators | hit rate 0.064% among 350,000;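 note: potency is the fitted concentration of half-maximal effect; 100% = response of the positive control SU9516; nearly all actives have a fitted effect of over 60% in size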
#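 Alpha7betagal+/- myoblasts (passage 13) were plated 16-24 hr, then exposed to compounds (1:260 dilution of DMSO stock) for 48 hours at 37C. After MPER lysis, β-galactosidase reporter activity was read as FDG fluorescence (ex 480/em 540) after 30 minutes.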
# BCR signal inh: blocks chronic active B-cell receptor signaling. ABC-DLBCL IkBa-CBG/CBR reporter, luminescence ratio, 4 h. Potency, µM (highest dose often 46.1 µM), for the others: top-dose ratio change, negative = lower green/red ratio, hits mostly inhibitors. hit rate 0.05% among 340,000. AID 493014; active = well fitted inhibition curve with a large enough effect in the signal ratio, with a control signal flat, not every such curve was filed as active; inconclusive = small, poorly fitted or top-dose-only effect, or effect the other way, or a change in a side signal; the % refers to the signal ratio;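 note: potency is the fitted concentration of half-maximal effect; plate controls were basal doxycycline-induced cells for no effect and cells given 10 µM MG132 for full effect; MG132 reads +100%, hits lower the ratio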
#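 TMD8 ABC-DLBCL cells carrying doxycycline-inducible green luciferase fused to IkappaBalpha plus unfused red luciferase were exposed to compounds (up to 46 uM) for 4 hrs at 37C. Activity came from the overlap-corrected green/red luminescence ratio.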
# Numbers without * were called inactive; u = inconclusive; x = no result given; & = joins results of further samples; [ ] = dose if it differs, or a comment. Unless noted, calls come from the whole dose curve; as a rule, active = well fitted curve in the direction sought with a large enough effect; inconclusive = small, poorly fitted or top-dose-only effect, or another doubt; inactive = no such curve, though single readings can be large; an effect the other way counts as inactive or inconclusive. A portion of the library (hit frequency here may not be typical).
SMILES,Tb PFK block,GALK inh,PKM2 activator,Menin MLL FP TR,Giardia kill,TSG101-PTAP inh,FBPA coupling cs,S-ASM inh,B2AR arrestin,Integrin act MD,BCR signal inh
O=C(COC(=O)COc1cccc2ccccc12)NCC(F)(F)F,-2%,-1%,3%,8%,11,-2%,-1,-3%,0.2%,-1%,4%
CC(=O)Nc1ccc(NC(=O)CSc2nnc3ccc(-c4cccnc4)nn23)cc1,-12%,x,x,x,u,-4%,x,0%,0.0%,-15%,-6%
Cc1nsc2nc3c(F)c(F)c(F)c(F)c3cc12,-7%,2%,0%,22%,11,-4%,0,86%[activator],2.9%,-19%,u
COc1ccc(C(=O)N/C(=C\c2ccco2)C(=O)NCCN2CCOCC2)cc1,1%,-2%,8%,-23%,1,-6%,1,-17%,-0.9%,7%,-5%
CN(C)c1cccc(C(=O)N2CCCC(C(=O)c3cc(F)ccc3F)C2)c1 (centres undefined),-1%,0%,1%,-25%,1,0%,1,0%,-0.4%,-6%,-1%
Cc1cnccc1CNC(=O)C1CCC(=O)N(Cc2ccc(Cl)cc2)C1 (centres undefined),-1%,4%,x,-5%,15,-6%,-1,3%,0.5%,-15%,1%
CCSc1nnc(NC(=O)CSc2nnc(Cc3cccn3C)n2-c2ccc(F)cc2)s1,1%,1%,1%,9%,9,0%,5,-4%,0.1%,3%,-2%
COc1ccc(Cl)cc1N(C)C(=O)CCc1nc(-c2ccc(C)cc2)no1,-1%,1%,-4%,-1%,-1,-12%,-1,-16%,0.0%,-21%,u
COc1ccc(-n2c(O)c(C=Nc3ccccc3)c3ccccc3c2=O)cc1,-4%,-1%,5%,1%,-15,4%,2,30%,0.5%,17%,3%
COc1ccccc1C(=O)OCC(=O)Nc1ccccc1OC(F)F,1%,-1%,-3%,x,-18,-4%,1,-1%,-0.7%,23%,1%
CC(C)CN(C(=O)CN1CCN(S(=O)(=O)c2ccc3ccccc3c2)CC1)c1c(N)n(CC(C)C)c(=O)[nH]c1=O,-1%,1%,-6%,0%,3,-2%,0,1%,-0.6%,22%,4%
COc1ccc(NC(=O)C(c2ccc(OC)cc2)N(Cc2ccco2)C(=O)CC2NC(=O)NC2=O)cc1 (centres undefined),-5%,0%,3%,1%,-2,-10%,1,2%,0.0%,30%,-3%
Nc1ccccc1Nc1nc2ccccc2[nH]1,1%,-1%,3%,-4%,4,2%,2,2%,0.2%,0%,u
Cc1ccccc1NC(=S)NC(NC(=O)c1ccco1)C(Cl)(Cl)Cl (centres undefined),12%,2%,-14%,-8%,-4,0%,1,-4%,-0.1%,-7%,18%
O=C(Nc1ccccc1C(F)(F)F)c1cc(S(=O)(=O)N2CCOCC2)ccc1F,0%,0%,2%,7%,-1,x,2,0%,1.9%,15%,-2%
CC(NC(=O)COC(=O)C1CCC1)c1ccccc1 (centres undefined),8%,x,x,x,24,4%,x,0%,-0.4%,-18%,-16%
CC(=O)OCC(=O)[C@H]1CC[C@H]2[C@@H]3CCC4=CC(=O)CC[C@]4(C)[C@H]3CC[C@]12C,2%,0%,-5%,u,0,1%,4&-2,-15%,-0.6%,x,u
CC(C)(C)c1ccc(-c2nnc3sc(-c4ccncc4)nn23)cc1,-7%,2%,-3%,22%,-4,-3%,2,-6%,0.0%,-27%,-9%
Cc1ccc(CN2CCN(Cc3cn[nH]c3-c3cccc(F)c3)CC2CCO)o1 (centres undefined),-2%,2%,3%,-9%,7,-2%,-3,9%,0.3%,-5%,-21%
CCc1ccc(Nc2nc(C)cc(C)c2C(N)=O)cc1,-4%,-4%,1%,43%[activator],-7,-1%,0,3%,0.4%,36%,7%

# Reprinted from the part before: 2 entries, followed by the next part.
SMILES,Tb PFK block,GALK inh,PKM2 activator,Menin MLL FP TR,Giardia kill,TSG101-PTAP inh,FBPA coupling cs,S-ASM inh,B2AR arrestin,Integrin act MD,BCR signal inh
Cc1ccc(CN2CCN(Cc3cn[nH]c3-c3cccc(F)c3)CC2CCO)o1 (centres undefined),-2%,2%,3%,-9%,7,-2%,-3,9%,0.3%,-5%,-21%
CCc1ccc(Nc2nc(C)cc(C)c2C(N)=O)cc1,-4%,-4%,1%,43%[activator],-7,-1%,0,3%,0.4%,36%,7%
CCCN(CC1COc2ccccc2O1)C(=S)Nc1ccc(C)cc1 (centres undefined),0%,2%,-2%,0%,-1,1%,-1,-2%,-0.2%,-7%,u
CCN(CC(=O)Nc1ccc(NC(C)=O)cc1)C(=O)Cc1ccc(Cl)c(Cl)c1,4%,-1%,-4%,-13%,0,-5%,3,-1%,-0.4%,27%,0%
Cc1cccc(NC(=O)C2CCN(S(=O)(=O)c3cccc4cccnc34)CC2)c1,-3%,1%,1%,12%[11.7 µM],-3,0%,6,-8%,0.0%,12%,1%
CCOc1ccccc1CN1CCNC(=O)C1CC(=O)N(C)CCc1ccccn1 (centres undefined),0%,-1%,x,-20%,-1,-6%,2,6%,-0.1%,-3%,6%
Nc1nc(Nc2ccccc2)n[nH]1,2%,-3%,-10%,15%,9,-3%,3,2%,-0.4%,6%,-13%
COc1ccc(-c2noc(CN(C(=O)c3ccc(OC(C)=O)cc3)C(C)C)n2)cc1OC,-2%,0%,3%,15%,2,-5%,4,2%,-0.2%,-8%,u
O=[N+]([O-])c1cc2c(cc1/C=N/n1cnnc1)OCO2,2%,-1%,1%,12%,u,-3%,0,-10%,-0.2%,-11%,6%
O=C(O/N=C1\CCCc2ccccc21)C1CC1,-2%,0%,-6%,-8%,-18,-2%,2,5%,0.1%,4%,0%
Cc1noc(C)c1S(=O)(=O)N1CCCC(C(=O)Nc2cccnc2)C1 (centres undefined),-1%,-1%,-2%,-12%,-7,-3%,2,4%,12%,6%,-5%
COc1ccc(C(=O)N/C(=C\c2cc(OC)c(OC)cc2[N+](=O)[O-])C(=O)NCCO)cc1,-14%,2%,-5%,-10%,-28,0%,-5,0%,-0.1%,-6%,-1%
Cc1cccc(N2C(=O)c3ccc(C(=O)Nc4ccccn4)cc3C2=O)c1,-5%,8%,-1%,16%,7,-3%,8,-2%,0.4%,-6%,0%
CCCCN(C(=O)/C=C/c1ccco1)c1c(N)n(CC(C)C)c(=O)[nH]c1=O,3%,-1%,1%,-22%,-5,-1%,0,-3%,-0.1%,-37%,-2%
CC(=O)N1CCc2cc(Br)cc(S(=O)(=O)NCCN3CCCCC3C)c21 (centres undefined),-1%,0%,0%,5%,-5,-1%,0,0%,0.3%,-18%,-1%
O=C(COC(=O)/C=C/c1ccc(S(=O)(=O)N2CCOCC2)cc1)NCc1ccc(Cl)cc1,-4%,-1%,-3%,6%,7,-1%,2,-1%,0.4%,13%,-2%
CCOc1ccc(NC(=S)N(CCN2CCOCC2)Cc2cc3cc4c(cc3[nH]c2=O)OCCO4)cc1,-9%,-1%,5%,-12%,14,-5%,-2,-1%,-0.6%,17%,u
C=CCN(CC=C)CC(O)CN(c1cc([N+](=O)[O-])ccc1OC)S(=O)(=O)c1ccccc1 (centres undefined),-3%,1%,-16%,-17%,6,0%,-9,-3%,-0.4%,-1%,-1%
O=C(CNC(=O)N1CC(=O)Nc2ccccc21)NCc1ccc(Cl)cc1,-6%,1%,x,4%,-19,-4%,3,7%,0.3%,10%,-2%

# 2 entries from above, with bars between the fields.
structure | Tb PFK block | GALK inh | PKM2 activator | Menin MLL FP TR | Giardia kill | TSG101-PTAP inh | FBPA coupling cs | S-ASM inh | B2AR arrestin | Integrin act MD | BCR signal inh
CCSc1nnc(NC(=O)CSc2nnc(Cc3cccn3C)n2-c2ccc(F)cc2)s1 | 1% | 1% | 1% | 9% | 9 | 0% | 5 | -4% | 0.1% | 3% | -2%
Cc1nsc2nc3c(F)c(F)c(F)c(F)c3cc12 | -7% | 2% | 0% | 22% | 11 | -4% | 0 | 86%[activator] | 2.9% | -19% | u
